Bioassay records as filed in PubChem BioAssay.
M5 ag – CHRM5 agonism in calcium assay | P08912 | activation, % at 3 µM | 360,000 tested, 0.19% active | CHO-K1 hM5 cells, Fluo-8 calcium fluorescence; 0% DMSO wells, 100% maximal acetylcholine response;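 active = activation above the run's mean over test compounds plus 3 SD, cut at about 23% in these data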;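 also: signal is peak over basal fluorescence ratio across the kinetic read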
Target sequence (P08912 whole entry, looked up): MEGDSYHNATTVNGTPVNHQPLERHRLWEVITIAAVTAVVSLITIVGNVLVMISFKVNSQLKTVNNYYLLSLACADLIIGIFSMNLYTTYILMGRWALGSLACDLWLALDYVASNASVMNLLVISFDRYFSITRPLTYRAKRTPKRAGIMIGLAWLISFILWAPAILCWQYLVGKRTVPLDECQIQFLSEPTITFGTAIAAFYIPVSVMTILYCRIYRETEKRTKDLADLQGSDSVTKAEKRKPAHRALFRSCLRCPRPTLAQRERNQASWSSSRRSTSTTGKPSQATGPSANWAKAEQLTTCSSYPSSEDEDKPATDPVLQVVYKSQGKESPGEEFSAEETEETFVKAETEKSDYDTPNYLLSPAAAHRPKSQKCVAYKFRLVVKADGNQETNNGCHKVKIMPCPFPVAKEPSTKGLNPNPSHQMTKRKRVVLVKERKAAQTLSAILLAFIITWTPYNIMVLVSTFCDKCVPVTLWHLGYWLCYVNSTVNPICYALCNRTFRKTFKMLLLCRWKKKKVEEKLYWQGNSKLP
CRFBP-R2 agonist – CRF-BP/CRF-R2 complex agonism | HEK293 CRF-R2/CRF-BP, calcium dye fluorescence (FLIPR); percent of saturating CRF peptide response | 350,000 tested, 0.46% active | activation, % at 13.2 µM | AID 588473;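 active = activation of at least 50%, plus an integration ratio under a set limit after plate pattern correction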;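 also: plate controls were neutral control wells without compound for no effect and CRF at EC100 for full effect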
M4 PAM – CHRM4 positive allosteric modulation. CHO-K1 hM4/Gqi5, Fluo-8 calcium fluorescence, ACh EC20; 0% = ACh EC20, 100% = maximal ACh. activation, % at 3 µM. 360,000 tested, 0.4% active. P08173;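 active = activation above its plate's cutoff, the mean activation of sample wells plus 3 SD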; also: some results filed as inactive read as strong as hits
Target sequence (P08173 whole entry, looked up): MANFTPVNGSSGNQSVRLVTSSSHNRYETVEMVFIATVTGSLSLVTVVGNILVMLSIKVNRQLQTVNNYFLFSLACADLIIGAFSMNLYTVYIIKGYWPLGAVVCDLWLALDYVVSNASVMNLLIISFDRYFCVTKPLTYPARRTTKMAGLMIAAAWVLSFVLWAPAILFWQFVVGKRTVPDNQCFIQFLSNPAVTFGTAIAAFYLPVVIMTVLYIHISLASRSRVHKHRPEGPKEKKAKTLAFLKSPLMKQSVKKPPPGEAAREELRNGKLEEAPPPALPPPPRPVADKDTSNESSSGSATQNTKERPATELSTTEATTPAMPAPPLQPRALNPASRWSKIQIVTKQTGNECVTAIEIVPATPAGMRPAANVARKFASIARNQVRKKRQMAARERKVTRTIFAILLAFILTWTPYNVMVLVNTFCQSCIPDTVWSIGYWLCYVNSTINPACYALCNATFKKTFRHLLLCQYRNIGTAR
CHRM5 PAM – positive allosteric modulators of human muscarinic M5 receptor | P08912 | CHO-K1 hM5, Fluo-8 calcium, ACh EC20 PAM; 0% = ACh EC20, 100% = ACh EC100 | activation, % at 3 µM | 360,000 tested, 0.3% active | AID 624038;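 active = activation above the run cutoff, the mean activation of all test compounds plus 3 SD, cut at about 18% in these data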
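Measured by: Fluo-8 calcium fluorescence; material: human M5 receptor in CHO-K1 cells; schedule: Post-acetylcholine fluorescence recording 140 s; benchmarks: low control EC20 acetylcholine (0%), high control EC100 acetylcholine (100%); read-out: Max/basal fluorescence ratio as % of EC20–EC100 ACh window; compound: single dose, 3 µM nominal final test concentration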
CHRM4 agonist – agonists of human muscarinic M4 receptor (CHRM4). P08173. 360,000 tested, 0.14% active. AID 624127. CHO-K1 hM4/Gqi5, Fluo-8 calcium fluorescence; vehicle 0%, full acetylcholine response 100%. activation, % at 3 µM;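 active = activation above the run mean over all test wells plus 3 SD, cut at about 32% in these data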;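 also: peak over basal fluorescence ratio per well then scaled between controls; 0% = DMSO wells and 100% = acetylcholine at EC100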
M1 PAM – positive allosteric modulators of human M1 muscarinic receptor; AID 588819; CHO-K1 hM1, Fluo-8 calcium fluorescence, ACh EC20; 0% = ACh EC20, 100% = maximal ACh; 360,000 tested, 0.088% active; activation, % at 3 µM; P11229; in the data active = activation above about 19%, passing the limit was not always enough
M4 antag – antagonists of human muscarinic M4 receptor (CHRM4); P08173; CHO-hM4 cells, ACh EC80, Fluo-8 calcium fluorescence; 360,000 tested, 0.73% active; inhibition, % at 3 µM; AID 624125;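 active = inhibition above its plate's cutoff, the mean inhibition of sample wells plus 3 SD, cut at about 27% in these data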;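 also: 0% = acetylcholine EC80 with DMSO and 100% = DMSO without agonist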
M5 antag – blocks acetylcholine activation of human M5 receptor | AID 624040 | CHO-hM5 cells, Fluo-8 calcium fluorescence, ACh EC80 | inhibition, % at 3 µM | 360,000 tested, 0.59% active | P08912;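 active = inhibition above a per-plate cutoff, the mean of that plate's test compounds plus 3 SD, cut at about 27% in these data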;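 also: 0% = acetylcholine EC80 with DMSO and 100% = DMSO without agonist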
CRFBP-R2 block – antagonists of CRF-binding protein/CRF-R2 receptor complex. HEK293 CRF-R2/CRF-BP, CRF-induced calcium fluorescence. 350,000 tested, 0.59% active. inhibition, % at 11.8 µM;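 active = inhibition of the ligand-induced calcium signal above about 50% at the single tested concentration, limit read from the data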
Starred values were filed as active, the others as inactive; / = no result given.

Every second line gives: M5 ag	CRFBP-R2 agonist	M4 PAM	CHRM5 PAM	CHRM4 agonist	M1 PAM	M4 antag	M5 antag	CRFBP-R2 block
1	CCOc1ccc(-n2c(=O)[nH]cc(C(=O)N3CCCc4ccccc43)c2=O)cc1
→ -1	-0.2	1	-3	0	7	0	1	-1
2	CSc1ccc(C2=CC(=O)C[C@H](c3ccc(F)cc3)C2)cc1
→ -5	7.6	-5	0	1	2	-11	7	2
3	O=C(COc1ccc(S(=O)(=O)N2CCOCC2)cc1Cl)NCc1ccco1
→ -2	-0.6	1	-2	3	11	9	14	8
4	CN1CCN(C(=O)c2cc(=O)c3cc(Cl)cc(Cl)c3o2)CC1
→ -4	0.8	3	5	1	-2	4	6	4
5	Cc1cc(C)cc(NC(=O)C(c2ccccc2)N2CCN(CC(=O)NC3CC3)CC2)c1 (configuration not stated)
→ 0	-2.2	11	-10	0	1	-5	8	8
6	O=C(Cn1cnc([N+](=O)[O-])c1)NC1CCCC1
→ 0	-1.0	-3	0	0	7	2	-3	-3
7	Cc1ccc(O)c(C(=O)c2coc(=N)c(C(=O)NC(C)C)c2)c1
→ 0	-0.2	0	-4	2	10	-2	5	8
8	CCc1nc2c(OCc3ccc(C(F)(F)F)cc3)cccn2c1N(C=O)Cc1ccc(OC)cc1
→ -2	/	-4	-6	6	-9	-6	3	/
9	O=CNCCCc1nc2ccccc2n1Cc1ccccc1
→ 0	3.3	-1	-7	0	14	10	12	-7
10	Cc1ccc(S(=O)(=O)N2CCOCC2)cc1NC(=O)CSc1cccc[n+]1[O-]
→ -2	-3.1	6	-1	0	7	-2	5	12
11	Cc1cc2c(cc1C)C(c1ccccc1OC(C)C)CC(=O)N2 (configuration not stated)
→ -3	0.7	-1	6	0	15	-13	15	-36
12	O=C(CN1C(=O)c2ccc([N+](=O)[O-])cc2C1=O)Nc1nccs1
→ 3	-1.6	1	-6	0	-4	-9	14	-3
13	O=C(c1cccc(S(=O)(=O)Nc2ccccc2F)c1)N1CCN(c2ccccc2F)CC1
→ -2	-2.8	-6	-4	8	9	-7	8	-5
14	COc1ccc(CN(C)C(=O)C2CC(=O)N(c3ccc4c(c3)OCCO4)C2)cc1 (configuration not stated)
→ 1	-1.0	-8	-1	4	0	5	-9	-3
15	CC(OC(=O)Cn1cnc2ccccc2c1=O)C(=O)NCc1ccccc1 (configuration not stated)
→ 0	-0.9	4	7	0	11	-4	-11	9
16	NS(=O)(=O)c1ccc(CCn2c(=S)[nH]c3ccc(F)cc3c2=O)cc1
→ -1	0.8	-3	-14	11	0	0	-8	-32
17	CCN(CC)C(=O)CSc1nc(COc2ccccc2)nc2ccccc12
→ 0	-2.8	8	-4	3	7	7	3	10
18	C=CCSC1=N/C(=C\C=C\c2ccco2)C(=O)S1
→ 0	1.1	8	3	0	7	2	-5	-2
19	Cc1ccc(S(=O)(=O)c2cc3ccccc3oc2=Nc2ccc3c(c2)OCCO3)cc1
→ 0	1.8	2	-5	0	-2	2	8	-19
20	Cc1cc(C)n(-c2nc3ccccc3nc2N2CCN(C(=O)c3ccccc3)CC2)n1
→ -6	-4.2	-8	-16	1	-12	6	15	24
21	CC(=O)Nc1nc(=O)c2ccccc2s1
→ 4	-0.5	-1	0	4	7	-1	2	22
22	COc1ccc(OCC(O)CN2C(=O)c3ccccc3C2=O)cc1 (configuration not stated)
→ 1	-0.5	0	0	2	4	9	8	6
23	O=C(NCC1OCCc2ccccc21)c1ccco1 (configuration not stated)
→ 1	1.1	3	-2	1	5	-3	-6	-9
24	C/C(=C\C(=O)c1ccccc1)NNc1nc2ccccc2s1
→ -7	0.2	1	3	-2	7	-9	-1	-17
25	COC(=O)c1c[nH]c2c1-c1cc(C(=O)OCc3ccccc3)n(S(=O)(=O)c3ccc(C)cc3)c1C(=O)C2=O
→ 3	-5.9	-2	2	0	-2	6	6	23
26	O=C(Cc1ccccc1)NCCc1cnc[nH]1
→ 0	0.4	-3	1	1	4	7	3	7
27	COc1cccc2sc(N(CCN(C)C)C(=O)c3ccc(S(=O)(=O)N4CCCC4)cc3)nc12
→ -5	0.0	-5	3	0	1	9	3	-13
28	COc1ccccc1OCc1nc2ccccc2n1C
→ 1	0.4	0	0	3	14	-11	-1	-6
29	CCc1ccc(-c2cc3c(=O)n(CC(=O)NCCCN4CCN(C)CC4)ncn3n2)cc1
→ -6	2.4	1	1	1	2	2	3	1
30	CCSCCOC(=O)C1=C(C)N(C)C(=O)NC1c1cc(OC)ccc1OC (configuration not stated)
→ -2	-2.1	4	0	1	10	5	-4	-15
31	CC(=O)Nc1ccc(NC(=O)C(C)OC(=O)C2CCN(S(=O)(=O)c3ccc4c(c3)OCCO4)CC2)cc1 (configuration not stated)
→ 2	0.9	2	1	0	9	4	1	-4
32	Cc1c(C)c2ccc(OC(C)C(=O)NCCCn3ccnc3)c(C)c2oc1=O (configuration not stated)
→ -4	-0.8	-1	-3	1	2	-1	8	2
33	CC(C)(C)N1C(=O)c2ccccc2NC(=O)N1Cc1ccccc1
→ -3	-0.6	4	9	0	3	-4	-8	-12
34	CCn1c(=O)cc(OCC(=O)NCc2cccs2)c2ccccc21
→ -2	1.2	-1	-2	3	11	-7	-8	-1
35	O=C(Nc1ccc(Br)cc1)C1CCN(C(=O)c2ccco2)CC1
→ -1	1.4	0	-2	2	2	3	3	10
36	O=C(CN1CCOCC1)N1CCN(c2ccc([N+](=O)[O-])cc2)CC1
→ 0	-0.4	1	-1	2	6	-8	7	8
37	CN(CC(=O)Nc1ccc(Cl)c(C(F)(F)F)c1)C(=O)c1ccc2c(c1)OCCO2
→ 4	-1.8	4	6	5	1	-1	-3	-16
38	CCS(=O)(=O)c1ccc(O)c(NC(=O)c2ccc(S(=O)(=O)N3CCCCCC3)cc2)c1
→ 3	5.4	-2	4	2	-4	-4	-7	-10
39	Cc1cc(C)cc(NC(=O)CSc2nnc(CNC(=O)c3ccco3)o2)c1
→ -2	-0.4	2	2	1	6	4	-6	8
40	COc1ccccc1CNC(=O)COC(=O)Cc1ccc(Cl)cc1
→ -4	-5.6	11	0	0	2	-16	-6	11

Along the list, quoted from above.
CRFBP-R2 agonist, nos. 12 to 16: -1.6, -2.8, -1.0, -0.9, 0.8

The results go on.
Every second line gives: M5 ag	CRFBP-R2 agonist	M4 PAM	CHRM5 PAM	CHRM4 agonist	M1 PAM	M4 antag	M5 antag	CRFBP-R2 block
41	CC(C)N1C(=O)c2ccccc2N(Cc2ccccc2)S1(=O)=O
→ -8	-5.6	-1	-1	-2	8	12	-5	39
42	Cc1nc(=O)c(-c2ccccc2)c(C)n1CC1CCCO1 (configuration not stated)
→ -2	0.4	-1	-10	1	5	-1	0	1
43	CCc1c(C)c2ccc(OCC(N)=O)cc2oc1=O
→ 2	-0.4	3	0	1	7	0	-2	-3
44	NC12CC3CC(C1)CC(CC(=O)O)(C3)C2
→ 3	-0.7	7	9	2	1	-7	-10	-2
45	O=[N+]([O-])c1cccc2c(N3CCOCC3)ccnc12
→ 5	0.2	-7	-3	9	7	-4	3	-4
46	CC(C)COc1ccc(C(=O)OCCN2CCCCC2)cc1
→ -9	1.4	-8	-9	3	-9	2	4	-5
47	Cc1ccc(S(=O)(=O)N(Cc2ccc([N+](=O)[O-])cc2)C(=O)N2CCN(C)CC2)cc1
→ 0	1.7	11	5	0	17	7	-4	-8
48	Cc1cc(C)n(CC(=O)Nc2ccccc2)n1
→ -3	-2.2	8	8	0	5	-9	5	40
49	N=c1n(CCN2CCCCC2)c2ccccc2n1CC(O)c1ccco1 (configuration not stated)
→ -11	0.0	-13	0	0	3	-9	8	1
50	O=C(NCCCN1CCOCC1)C1Cc2c(ccc3ccccc23)O1 (configuration not stated)
→ 0	0.8	-1	2	1	7	-2	14	1
51	O=C1C=C(Nc2ccccc2C(=O)O)c2ccccc2C1=O
→ 3	1.2	25	9	-1	7	10	0	3
52	CCOC(=O)CSc1nc2ccccc2c(=O)n1CC1CCCO1 (configuration not stated)
→ -2	-1.6	8	-3	3	11	0	5	-27
53	CC/C(=N\NC(=O)c1ccoc1C)c1ccc(C)o1
→ -1	1.3	1	6	1	-2	1	-3	4
54	O=C(CCc1ccccc1)Nc1ccc(F)c([N+](=O)[O-])c1
→ -3	0.5	6	-7	6	0	-12	1	18
55	COc1cc2c(cc1OC)C(c1cccc(Br)c1)CC(=O)N2 (configuration not stated)
→ -1	-1.2	6	-1	3	4	2	7	-4
56	C[C@@H]1CN([C@@H](C)CO)C(=O)c2cc(NC(=O)Nc3ccc4c(c3)OCO4)ccc2O[C@H]1CN(C)S(=O)(=O)c1cn(C)cn1
→ -1	-1.2	4	8	2	7	-7	7	0

Single records, from the list above:
Shown for O=C1C=C(Nc2ccccc2C(=O)O)c2ccccc2C1=O = M5 ag = 3; CRFBP-R2 agonist = 1.2; M4 PAM = 25; CHRM5 PAM = 9; CHRM4 agonist = -1; M1 PAM = 7; M4 antag = 10; M5 antag = 0; CRFBP-R2 block = 3
Shown for CCOC(=O)CSc1nc2ccccc2c(=O)n1CC1CCCO1 (configuration not stated) = M5 ag = -2; CRFBP-R2 agonist = -1.6; M4 PAM = 8; CHRM5 PAM = -3; CHRM4 agonist = 3; M1 PAM = 11; M4 antag = 0; M5 antag = 5; CRFBP-R2 block = -27

Results in M5 ag, CHRM4 agonist and M1 PAM, for some of the entries so far:
no. | SMILES | M5 ag | CHRM4 agonist | M1 PAM
29 | CCc1ccc(-c2cc3c(=O)n(CC(=O)NCCCN4CCN(C)CC4)ncn3n2)cc1 | -6 | 1 | 2
53 | CC/C(=N\NC(=O)c1ccoc1C)c1ccc(C)o1 | -1 | 1 | -2
54 | O=C(CCc1ccccc1)Nc1ccc(F)c([N+](=O)[O-])c1 | -3 | 6 | 0
44 | NC12CC3CC(C1)CC(CC(=O)O)(C3)C2 | 3 | 2 | 1
33 | CC(C)(C)N1C(=O)c2ccccc2NC(=O)N1Cc1ccccc1 | -3 | 0 | 3

Outcome played no part in choosing rows; 2.6% or so of the library scored in one or more.
